# a7 integrin act = activates integrin-mediated alleviation for muscular dystrophy; Potency, µM (doses to about 38.3 µM), for inactives: at the highest dose activation, actives largely listed as activators; alpha7betagal myoblasts, beta-gal FDG fluorescence, 48 h; 0.064% of 350,000 active;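 further: potency means the concentration at half of the fitted maximal effect; 100% = response of the positive control SU9516; nearly all actives have a fitted effect of over 60% in size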
#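 alpha7betagal+/- myoblasts (passage 13, 250/well) treated 48 h at 37C with compounds at 1:260 dilution of DMSO stock. Lysed, then beta-galactosidase activity read as FDG fluorescence (ex 480/em 540) after 30 min, with pre-read for autofluorescence.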
# p53 reactivation = mutant p53 re-activation in reporter cells | AID 504706 | 0.063% of 320,000 active | Potency, µM (doses to about 92.2 µM), for the others: top-dose activity change, positive = activation, most hits filed as activators | H1299 p53-A138V BP100-luciferase reporter, luminescence, 24 h; further: potency means the concentration at half of the fitted maximal effect; % of control where 0% means no effect; nearly all actives have a fitted effect of over 45% in size
#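 p53-null H1299 cells stably carrying temperature-sensitive p53-A138V and a BP100-luciferase reporter were pinned with compounds (4-point, 1:5 series) and held 24 hrs at 37 deg C. Luminescence was read 10 min after detection reagent.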
# ELG1 genotoxic = inducers of genotoxicity in HEK293T ELG1-luciferase cells | HEK293T ELG1-luciferase reporter, luminescence, 16 h | Potency, µM (series often up to 46 µM), inactives show at the highest dose activity change, positive = activation, most hits filed as activators | 1.3% of 330,000 active; further: potency means the concentration at half of the fitted maximal effect; % of control where 0% means no effect; nearly all actives have a fitted effect of over 60% in size
#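 HEK293T cells expressing luciferase-tagged ELG1 were treated with compound or DMSO for 16 hr at 37°C. Luciferase activity was then read after 30 min with ONE-Glo at room temperature; rising signal flags genetic stress.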
# uPA generation = blocks generation of uPA at the cell surface. cell surface uPA generation assay, qHTS. 0.31% of 330,000 active. AID 540303. Potency, µM (top dose mostly 38.3 µM), inactives show at the top dose activity change, negative = inhibition, most hits filed as inhibitors; active means well fitted inhibition curve with a large enough effect; inconclusive means small, poorly fitted or top-dose-only effect; inactive means no such curve, though single readings can be large or run the other way; tested in mouse RAW 264.7 cells; further: potency means the concentration at half of the fitted maximal effect; on the % scale 0 is the no-effect control and ±100 the full control effect; nearly all actives have a fitted effect of over 55% in size
# USP2a block = inhibitors of human ubiquitin-specific protease USP2a; O75604; USP2 core, Ub-CHOP2 coupled fluorogenic reporter, 485/531; Potency, µM (titrated, usually from 38.3 µM), without a hit: at the top dose activity change, negative = inhibition, actives largely listed as inhibitors; 0.01% of 330,000 active; AID 463254;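 further: potency means the concentration at half of the fitted maximal effect; plate controls were DMSO wells for no effect and full inhibition by NEM control for full effect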
# Target sequence (O75604 whole entry, looked up): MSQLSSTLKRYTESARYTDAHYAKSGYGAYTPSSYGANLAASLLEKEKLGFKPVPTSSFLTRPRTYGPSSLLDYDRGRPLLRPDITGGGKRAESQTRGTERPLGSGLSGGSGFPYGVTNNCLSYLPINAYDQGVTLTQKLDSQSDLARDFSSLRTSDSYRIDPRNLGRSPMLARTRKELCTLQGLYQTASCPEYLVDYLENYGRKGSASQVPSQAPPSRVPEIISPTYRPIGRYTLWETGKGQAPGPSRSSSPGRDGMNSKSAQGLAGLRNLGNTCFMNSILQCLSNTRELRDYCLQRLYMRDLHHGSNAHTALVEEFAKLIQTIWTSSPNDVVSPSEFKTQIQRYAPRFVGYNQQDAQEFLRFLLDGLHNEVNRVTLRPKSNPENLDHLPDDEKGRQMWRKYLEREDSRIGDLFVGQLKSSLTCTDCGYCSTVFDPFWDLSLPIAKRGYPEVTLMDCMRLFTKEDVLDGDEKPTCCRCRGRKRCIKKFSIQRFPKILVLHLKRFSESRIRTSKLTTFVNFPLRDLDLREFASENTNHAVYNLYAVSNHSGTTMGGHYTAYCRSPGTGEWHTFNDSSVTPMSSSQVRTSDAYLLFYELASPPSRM
#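 USP2 core (10nM final) preincubated 30min RT with compound in 20mM Tris-HCl pH 8.0, 2mM CaCl2, 2mM beta-mercaptoethanol, 0.05% CHAPS; 25nM Ub-CHOP2 plus 25nM reporter substrate added, fluorescence (Ex485/Em531) read after 60min.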
# TRPV1 agonist = agonists of human vanilloid receptor 1 (TRPV1) | 0.19% of 320,000 active | AID 540275 | Q8NER1 | activation, % at 8.33 µM | TRPV1-expressing cells, Fluo-8 calcium influx, agonist mode; in the data active means activation above about 80%; inconclusive means between about 30% and that limit; further: 0% is about no effect
#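 Fluo-8 calcium influx in TRPV1-expressing cells, kinetic read (ex 480/em 520 nm). Compound added and read 3 min for agonist activity, followed by capsaicin at EC20 final and 2 min further read for enhancement.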
# BRCA1 expr act = increases BRCA1 expression; MCF7-BRCA1-FFLuc reporter, luminescence, 48 h; response scale: scaled: vehicle 0%, 10 µM genistein 100%; 1.1% of 380,000 active; Potency, µM (top dose mostly 46.1 µM), for the others: at the top dose activation, most hits filed as activators; further: potency means the concentration at half of the fitted maximal effect; nearly all actives have a fitted effect of over 80% in size; some results filed as inactive show a strong effect at the top dose
#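 Activators of BRCA1 expression were detected as increased firefly luciferase luminescence in engineered MCF7 cells after 48 h compound incubation. Signals were scaled to genistein 10 microM as full activation.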
# S-ASM inh = blocks human secretory acid sphingomyelinase; P17405; placental ASM, HMU-PC fluorogenic substrate, 60 min; Potency, µM (doses to about 57.5 µM), inactives show top-dose activity change, negative = inhibition, most hits filed as inhibitors; 0.006% of 340,000 active; AID 504937; further: potency means the concentration at half of the fitted maximal effect
#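 Fluorogenic HMU-PC substrate (9 uM final) is turned over by placental ASM in 60 min at 37 C after a 10 min compound preincubation. Reaction ended by alkaline stop (pH 10), with fluorescence read at 386/447 nm.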
# TSG101-PTAP inh = blocks PTAP/TSG101 interaction to inhibit HIV-1 budding; Potency, µM (doses to about 115 µM), without a hit: at the top dose activity change, negative = inhibition, most hits filed as inhibitors; Q99816; Fluorescence polarization, FITC-PTAP peptide / Tsg101 binding; 340,000 tested, under 10 active; active means well fitted inhibition curve with a large enough effect in the main read-out, with a control signal flat, not every such curve was filed as active; inconclusive means small, poorly fitted or top-dose-only effect, or effect the other way, or a change in a side signal; inactive means no such curve, though single readings can be large or run the other way; further: potency means the concentration at half of the fitted maximal effect; % of control where 0% means no effect
#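 Fluorescence polarization binding of Tsg101 binding domain (10 uM final) to FITC-labeled PTAP peptide (50 nM final) in HEPES pH 7.5 buffer with NaCl, Tween 20, EDTA, TCEP. Compounds added before peptide; binding 20 min at RT.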
# Eya2 inh = Eya2 (human) phosphatase inhibition. Potency, µM (titrated, usually from 76.9 µM), inactives show top-dose activity, negative = inhibition, actives largely listed as inhibitors. AID 488837. recombinant Eya2, OMFP fluorescence dephosphorylation (OMFP is methylfluorescein phosphate). O00167. 0.006% of 330,000 active; further: potency means the concentration at half of the fitted maximal effect; on the % scale 0 is the no-effect control and ±100 the full control effect
# Target sequence (O00167 whole entry, looked up): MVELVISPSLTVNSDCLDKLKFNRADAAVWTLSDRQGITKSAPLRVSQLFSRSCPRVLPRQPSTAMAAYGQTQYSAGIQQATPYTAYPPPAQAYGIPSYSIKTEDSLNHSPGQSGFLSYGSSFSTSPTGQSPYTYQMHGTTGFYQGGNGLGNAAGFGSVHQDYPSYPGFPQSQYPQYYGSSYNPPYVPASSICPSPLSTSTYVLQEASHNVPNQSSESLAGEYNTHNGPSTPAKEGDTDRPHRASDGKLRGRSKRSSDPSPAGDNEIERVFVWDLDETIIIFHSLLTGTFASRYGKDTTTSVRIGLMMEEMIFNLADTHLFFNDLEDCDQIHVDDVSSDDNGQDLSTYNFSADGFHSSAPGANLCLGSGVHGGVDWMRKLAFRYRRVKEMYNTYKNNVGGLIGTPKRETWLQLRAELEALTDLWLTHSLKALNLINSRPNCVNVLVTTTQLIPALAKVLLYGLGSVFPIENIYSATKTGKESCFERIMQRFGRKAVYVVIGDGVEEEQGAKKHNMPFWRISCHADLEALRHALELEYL
#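 Eya2 protein (added as 0.2 uM solution) was preincubated with compound for 10 min at ambient temperature in 50 mM HEPES pH 7.5, 50 mM NaCl, 5 uM MgCl2, 0.05% BSA, 1 mM DTT. OMFP (added at 50 uM) then reacted 10 min; fluorescence read at 485/525 nm.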
# B2AR arrestin = beta2AR (human) beta-arrestin recruitment activity; P07550; beta-arrestin recruitment to beta2AR, cell-based reporter; Potency, µM (doses to about 46.1 µM), without a hit: at the top dose activation, hits mostly activators; 0.02% of 330,000 active; AID 492947;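 further: potency means the concentration at half of the fitted maximal effect; 0% = DMSO controls and full agonism = EC100 isoproterenol or metaproterenol; nearly all actives have a fitted effect of over 65% in size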
# Active calls of the source: *; ? = inconclusive; nt = no result given; [ ] = remark or other dose. Unless noted, the call rests on the fitted dose curve; in most records, active means well fitted curve in the direction sought with a large enough effect; inconclusive means small, poorly fitted or top-dose-only effect, or another doubt; inactive means no such curve, though single readings can be large; an effect the other way counts as inactive or inconclusive.
# Results follow in this order: a7 integrin act | p53 reactivation | ELG1 genotoxic | uPA generation | USP2a block | TRPV1 agonist | BRCA1 expr act | S-ASM inh | TSG101-PTAP inh | Eya2 inh | B2AR arrestin
(1) O=C1C2C3C=CC(C2C(=O)N1CCCO)C1C2C(=O)N(CCCO)C(=O)C2C31 (stereo unspecified)
 : 4% | -3% | 5% | nt | -10% | -4 | 1% | 0% | 2% | -8% | -0.1%
(2) Cc1oc(-c2ccccc2F)nc1CS(=O)(=O)CC(=O)NCc1ccccc1Cl
 : -1% | 0% | -4% | 13% | 1% | 5 | -22% | -1% | -2% | -6% | -0.9%
(3) O=C(CSCc1ccco1)c1ccc(Cl)s1
 : nt | ? | 7% | nt | 2% | 4 | nt | nt | nt | 1% | -0.5%
(4) O=S(=O)(Nc1cccc(-c2cn3c(n2)SCC3)c1)c1ccccc1F
 : 0% | -5% | 3% | 4% | 1% | 0 | -20% | -2% | 0% | 3% | -0.1%
(5) O=C(NCCSCc1ccc(Cl)cc1Cl)c1ccc(CN2CCOCC2)cc1
 : -21% | -10% | -2% | 1% | 0% | ? | -19% | -10% | -4% | 5% | 0.3%
(6) COC(=O)c1ccc(C23CC4(C2)[C@H](CN(Cc2ccc(-c5ccccc5)cc2)[C@@H]4c2ccccc2)C3c2ccc(Cl)nc2)cc1 (stereo partly specified)
 : -6% | -2% | 4% | 3% | -11% | 2 | -5% | 22% | 10% | 4% | -0.2%
(7) COCCNC(=O)C(=O)c1c(-c2ccccc2)[nH]c2ccccc12
 : 4% | -2% | 9% | 3% | -9% | -4 | -23% | 4% | -5% | -9% | 0.0%
(8) Cc1ccc(S(=O)(=O)N2CCN(S(=O)(=O)N3CCCCC3)CC2)cc1C
 : 9% | -1% | -2% | 2% | 2% | 14 | -3% | -2% | -7% | 3% | -0.3%
(9) COc1cc(-c2noc(C)c2C(=O)NCCO)cc(OC)c1OC
 : 17% | 12% | 0% | ? | -3% | 1 | 0% | 9% | 0% | 4% | -0.2%
(10) Cc1ccccc1Nc1ccc([N+](=O)[O-])cn1
 : 9% | 24% | 4% | 6% | -6% | 4 | 31% | -2% | -1% | ? | 0.3%
(11) CCOc1ccc(NC(=O)CSc2cn[nH]n2)cc1
 : 22% | -6% | 2% | -6% | 0% | -1 | -18% | 3% | 2% | 8% | 0.0%
(12) COc1cccc(NC(=O)C2CCCN(S(C)(=O)=O)C2)c1 (stereo unspecified)
 : -19% | 23% | 1% | -1% | 1% | -1 | 36% | 3% | -5% | -11% | -0.4%
(13) O=C(NCc1nc2ccccc2[nH]1)C1=C[C@@H](C2CCCCC2)C[C@@H](OCCCCO)O1
 : 0% | -2% | -2% | -5% | -1% | 1 | 0% | -4% | 0% | -8% | -0.1%
(14) Cc1ccc(NS(=O)(=O)c2cccc(C(=O)N3CCOCC3)c2)cc1
 : -24% | -6% | 3% | 1% | 0% | 4 | 4% | 2% | -3% | -4% | -1.0%
(15) CCCC(=O)NC(c1ccc(OC)cc1)c1ccc2cccnc2c1O (stereo unspecified)
 : -65%[inhibitor] | 8% | 3% | 0% | -1% | 4 | -83%[inhibitor] | 5% | 0% | 1% | ?
(16) CCOC(=O)N1CCN(C(=O)Cn2c(C)cc3ccccc3c2=O)CC1
 : 2% | -1% | -2% | 3% | 2% | -3 | 0% | -1% | -7% | -4% | 0.1%
(17) Cc1nc(SCc2cccc(C(=O)O)c2)nc2c1CCCC2
 : 1% | -11% | -5% | 2% | -1% | -1 | -67% | -3% | -2% | 1% | 0.2%
(18) CCOc1ccc(/C=N/NC(=O)Cc2ccccc2)cc1CN1CC2CC(C1)c1cccc(=O)n1C2 (stereo unspecified)
 : nt | -14% | 0% | -31% | -11% | -2 | -27% | 1% | -2% | -9% | 0.0%
(19) CCc1ccc(-c2nc(CN3CCCC(C(=O)NCCc4ccc(OC)c(OC)c4)C3)c(C)o2)cc1 (stereo unspecified)
 : 7% | 0% | -8% | -4% | 1% | 0 | -49% | -2% | -3% | 19% | 0.1%
(20) COc1ccc(C(=O)/C=C/Nc2c(C)n(C)n(-c3ccccc3)c2=O)c(OC)c1
 : 0% | 0% | 1% | 5% | 0% | -2 | -10% | 0% | 1% | 7% | -0.6%
(21) Cc1nc(C(F)(F)F)nc(Nc2ccc(Br)cc2)c1C#N
 : 2% | 5% | 2% | 11% | 1% | 10 | -68% | 1% | -5% | 27% | -0.2%
(22) O=C(O)c1cc(-c2cccs2)[nH]n1
 : -4% | 0% | 1% | 1% | 3% | 1 | 2% | 0% | -5% | -4% | -0.6%
(23) Cc1n[nH]c(=O)nc1NC1CCCCC1
 : 15% | -2% | 1% | -1% | -1% | 1 | -4% | 0% | -6% | 4% | -1.1%
(24) Cc1cc(C(C#N)c2ccccc2F)n2ncnc2n1 (stereo unspecified)
 : 5% | -1% | 0% | 6% | 0% | 0 | -1% | -4% | -1% | 20% | 0.1%
(25) CC(C)(C)c1ccc(C(=O)N/C(=C\c2cccc([N+](=O)[O-])c2)C(=O)Nc2cccc(C(=O)O)c2)cc1
 : -7% | nt | 6% | 5% | 3% | 6 | 26% | -14% | -2% | 5% | 0.1%
(26) Cc1ccc(C)c(S(=O)(=O)N2CCCC2CNC(=O)C(=O)NC2CC2)c1 (stereo unspecified)
 : -1% | -8% | -2% | 1% | -1% | 0 | -11% | 2% | -2% | -4% | -0.4%
(27) CNC(=S)N/N=C/c1cn(CCOc2ccc(OC)cc2)c2ccccc12
 : 21% | 3% | 5% | -10% | -9% | -1 | -24% | ? | -3% | -7% | -0.5%
(28) COc1cccc(-c2ncc3ccccc3c2COC(=O)c2ccc(C(C)(C)C)cc2)c1
 : 25% | -2% | -4% | -15% | -7% | 6 | -14% | -14% | -3% | -32% | 0.3%
(29) Cc1noc(C)c1S(=O)(=O)NCCc1ccc(S(N)(=O)=O)cc1
 : 23% | 0% | -2% | -4% | 2% | 1 | 11% | 0% | -4% | -15% | 4.0%
(30) Cc1ccc(-c2nnn(CC(=O)N(CC(=O)NCc3ccccc3)c3cccc(C)c3C)n2)o1
 : 2% | 10% | -5% | nt | 2% | -2 | -40% | 0% | -2% | -31% | -0.4%
(31) CCCc1nc(SCc2ccc(OCC)cc2)n[nH]1
 : -9% | -2% | -3% | -1% | 1% | 7 | 20% | 2% | -5% | -8% | 0.5%
(32) Cc1ccccc1OCc1nc(-c2ccc(NC(=O)c3cccs3)cc2)no1
 : ? | ? | ? | 4% | 2% | 12 | ? | -20% | -8% | 5% | -1.9%

# 10 of the compounds above, screen by screen:
(3) O=C(CSCc1ccco1)c1ccc(Cl)s1
(4) O=S(=O)(Nc1cccc(-c2cn3c(n2)SCC3)c1)c1ccccc1F
(5) O=C(NCCSCc1ccc(Cl)cc1Cl)c1ccc(CN2CCOCC2)cc1
(6) COC(=O)c1ccc(C23CC4(C2)[C@H](CN(Cc2ccc(-c5ccccc5)cc2)[C@@H]4c2ccccc2)C3c2ccc(Cl)nc2)cc1 (stereo partly specified)
(7) COCCNC(=O)C(=O)c1c(-c2ccccc2)[nH]c2ccccc12
(8) Cc1ccc(S(=O)(=O)N2CCN(S(=O)(=O)N3CCCCC3)CC2)cc1C
(9) COc1cc(-c2noc(C)c2C(=O)NCCO)cc(OC)c1OC
(10) Cc1ccccc1Nc1ccc([N+](=O)[O-])cn1

assay / entry	3	4	5	6	7	8	9	10
a7 integrin act	nt	0%	-21%	-6%	4%	9%	17%	9%
p53 reactivation	?	-5%	-10%	-2%	-2%	-1%	12%	24%
ELG1 genotoxic	7%	3%	-2%	4%	9%	-2%	0%	4%
uPA generation	nt	4%	1%	3%	3%	2%	?	6%
USP2a block	2%	1%	0%	-11%	-9%	2%	-3%	-6%
TRPV1 agonist	4	0	?	2	-4	14	1	4
BRCA1 expr act	nt	-20%	-19%	-5%	-23%	-3%	0%	31%
S-ASM inh	nt	-2%	-10%	22%	4%	-2%	9%	-2%
TSG101-PTAP inh	nt	0%	-4%	10%	-5%	-7%	0%	-1%
Eya2 inh	1%	3%	5%	4%	-9%	3%	4%	?
B2AR arrestin	-0.5%	-0.1%	0.3%	-0.2%	0.0%	-0.3%	-0.2%	0.3%

(11) CCOc1ccc(NC(=O)CSc2cn[nH]n2)cc1
(12) COc1cccc(NC(=O)C2CCCN(S(C)(=O)=O)C2)c1 (stereo unspecified)

assay / entry	11	12
a7 integrin act	22%	-19%
p53 reactivation	-6%	23%
ELG1 genotoxic	2%	1%
uPA generation	-6%	-1%
USP2a block	0%	1%
TRPV1 agonist	-1	-1
BRCA1 expr act	-18%	36%
S-ASM inh	3%	3%
TSG101-PTAP inh	2%	-5%
Eya2 inh	8%	-11%
B2AR arrestin	0.0%	-0.4%

# Screening results: PubChem BioAssay, National Center for Advancing Translational Sciences (NCATS)
